Source: PubChem BioAssay
GASC1 inh: blocks human GASC-1 (KDM4C) demethylase activity. inhibition, % at 12.5 µM. AID 720574. GST-KDM4C 2-372, H3K9me3 peptide, LANCE TR-FRET. Q9H3R0. 96,000 tested, 0.15% active;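 active = mean replicate inhibition above about 25%, with at least 55% of replicates also reaching it, limit read from the data, passing the limit was not always enough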
Target sequence (Q9H3R0 2-372 limits assumed): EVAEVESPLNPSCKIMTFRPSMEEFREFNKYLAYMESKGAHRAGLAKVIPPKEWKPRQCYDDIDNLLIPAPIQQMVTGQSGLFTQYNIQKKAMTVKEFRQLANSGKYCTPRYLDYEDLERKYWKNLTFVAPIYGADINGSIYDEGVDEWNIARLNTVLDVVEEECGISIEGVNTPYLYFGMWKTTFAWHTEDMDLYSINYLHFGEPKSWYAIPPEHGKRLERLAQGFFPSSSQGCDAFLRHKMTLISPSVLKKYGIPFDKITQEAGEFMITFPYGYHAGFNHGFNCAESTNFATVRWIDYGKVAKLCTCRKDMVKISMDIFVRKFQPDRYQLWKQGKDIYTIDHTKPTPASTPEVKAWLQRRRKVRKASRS
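material = GST-tagged GASC-1 (JMJD2C) catalytic fragment, aa 2-372 | amount = enzyme final amount 10 nM | medium = HEPES buffer, pH 7.5, plus ascorbate | also added = H3K9me3 peptide substrate, Fe(II), 2-oxoglutarate | dosing = single dose | times = 30 min demethylation and 1 h detection at room temperature | detection = LANCE TR-FRET | read-out basis = Fall in 671/618 emission ratio as inhibition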
Tcruzi prolif: T. cruzi proliferation inhibition | T. cruzi beta-gal in NIH3T3, GalScreen luminescence, 90 h | inhibition, % at 8.34 µM | 77,000 tested, 5.9% active;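 active = mean inhibition above about 93%, with at least 55% of replicates each passing it, limit read from the data, passing the limit was not always enough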
Numbers without * were called inactive; x = not tested or not shown. These rows are one share of the data (hit frequency here may not be typical).

SMILES	GASC1 inh	Tcruzi prolif
CO[C@@H]1CN(C)C(=O)c2cc(NC(=O)C3CC3)ccc2OC[C@@H](C)N(S(=O)(=O)c2ccc(Cl)cc2)C[C@H]1C	x	92.3
CCCN1C[C@@H](C)[C@H](OC)CN(C)C(=O)c2cc(NC(=O)Nc3cccc(OC)c3)ccc2OC[C@H]1C	x	101.9*
C[C@H](CO)N1C[C@H](C)[C@H](CN(C)Cc2ccncc2)Oc2ccc(NC(=O)Nc3ccc(C(F)(F)F)cc3)cc2CC1=O	-1.8	x
COCC(=O)Nc1ccc2c(c1)C(=O)N(C)C[C@@H](OC)[C@@H](C)CN(CC1CC1)[C@@H](C)CO2	2.1	x
COc1ccc(S(=O)(=O)Nc2cccc3c2O[C@H](CN(C)S(=O)(=O)c2ccc(Cl)cc2)[C@H](C)CN([C@H](C)CO)C3=O)cc1	0.9	x
CCC(=O)N1C[C@H](C)[C@H](OC)CN(C)C(=O)c2cc(NC(=O)C3CCCCC3)ccc2OC[C@@H]1C	-0.9	x
Cc1noc(C)c1NC(=O)N(C)C[C@H]1Oc2ccc(NC(=O)NC(C)C)cc2C(=O)N([C@H](C)CO)C[C@H]1C	2.9	x
CO[C@@H]1CN(C)C(=O)c2ccc(NC(=O)c3ccccc3F)cc2OC[C@H](C)N(CC2CCOCC2)C[C@@H]1C	1.2	x
C[C@H](CO)N1C[C@H](C)[C@H](CN(C)C(=O)NC2CCCCC2)Oc2ncc(C#Cc3ccc(F)cc3)cc2C1=O	-6.0	x
CO[C@H]1CN(C)C(=O)c2ccc(NC(=O)C3CC3)cc2OC[C@@H](C)N(C)C[C@@H]1C	1.1	x
COc1ccc(NC(=O)Nc2ccc3c(c2)CC(=O)N([C@H](C)CO)C[C@H](C)[C@H](CN(C)S(=O)(=O)c2ccc(C)cc2)O3)cc1	-5.7	x
COCC(=O)Nc1ccc2c(c1)C(=O)N(C)C[C@H](OC)[C@H](C)CN(CC1CC1)[C@@H](C)CO2	1.4	x
CCC(=O)Nc1ccc2c(c1)C(=O)N(C)C[C@H](OC)[C@H](C)CN(C(=O)C1CC1)[C@H](C)CO2	0.7	x
C[C@H]1CN([C@@H](C)CO)C(=O)Cc2cc(NC(=O)NC3CCCCC3)ccc2O[C@H]1CN(C)Cc1ccc(C(=O)Nc2ccccc2N)cc1	-1.4	x
C[C@H]1CN([C@@H](C)CO)C(=O)c2cccc(NS(=O)(=O)c3ccc(F)cc3)c2O[C@H]1CN(C)S(=O)(=O)c1cn(C)cn1	0.0	x
CO[C@H]1CN(C)C(=O)c2ccc(NC(=O)C3CC3)cc2OC[C@@H](C)NC[C@H]1C	0.8	x
C[C@@H]1CN([C@H](C)CO)C(=O)c2cccc(NC(=O)CCCCCC(=O)Nc3ccccc3N)c2O[C@@H]1CN(C)C(=O)Nc1ccccc1	1.7	x
CO[C@H]1CN(C)C(=O)c2ccc(NC(=O)C3CC3)cc2OC[C@@H](C)N(C(=O)NC(C)C)C[C@@H]1C	1.2	x
CO[C@@H]1CN(C)C(=O)c2cc(NC(=O)C3CCC3)ccc2OC[C@H](C)N(CC2CCCCC2)C[C@@H]1C	2.6	x
CO[C@@H]1CN(C)C(=O)c2cc(NC(=O)C3CC3)ccc2OC[C@H](C)N(C(=O)c2ccccc2)C[C@@H]1C	-0.1	x
CO[C@@H]1CN(C)C(=O)c2cc(NC(=O)C3CCC3)ccc2OC[C@@H](C)N(C(=O)CN(C)C)C[C@H]1C	0.8	x
CO[C@@H]1CN(C)C(=O)c2ccc(NC(=O)C3CCCC3)cc2OC[C@@H](C)N(C(C)=O)C[C@H]1C	1.4	x
CO[C@@H]1CN(C)C(=O)c2cc(NC(=O)C3CCCC3)ccc2OC[C@H](C)N(CC2CC2)C[C@H]1C	-0.1	x
CO[C@H]1CN(C)C(=O)c2ccc(NC(=O)C3CC3)cc2OC[C@@H](C)N(Cc2cccnc2)C[C@H]1C	0.8	x
CO[C@@H]1CN(C)C(=O)c2ccc(NC(=O)C3CC3)cc2OC[C@H](C)N(C(=O)NC(C)C)C[C@H]1C	1.1	x
CO[C@@H]1CN(C)C(=O)c2ccc(NC(C)=O)cc2OC[C@@H](C)N(C(=O)C2CC2)C[C@H]1C	2.2	x
C[C@H]1CN([C@@H](C)CO)C(=O)c2cccc(NC(=O)CCCCCC(=O)Nc3ccccc3N)c2O[C@H]1CN(C)C(=O)Nc1ccccc1	-0.1	x
CO[C@@H]1CN(C)C(=O)c2ccc(NC(=O)C3CC3)cc2OC[C@@H](C)N(Cc2cccnc2)C[C@@H]1C	0.8	x
CCCNC(=O)Nc1ccc2c(c1)OC[C@@H](C)N(C(=O)C1CC1)C[C@@H](C)[C@@H](OC)CN(C)C2=O	-2.0	x
C[C@H](CO)N1C[C@H](C)[C@H](CN(C)S(=O)(=O)c2cn(C)cn2)Oc2ccc(NC(=O)Nc3ccc(C(F)(F)F)cc3)cc2CC1=O	-0.4	x
Cc1noc(C)c1NC(=O)Nc1cccc2c1O[C@@H](CN(C)C(=O)Nc1ccc3c(c1)OCO3)[C@@H](C)CN([C@H](C)CO)C2=O	0.8	x
CO[C@H]1CN(C)C(=O)c2cc(NC(=O)C3CC3)ccc2OC[C@H](C)N(CC2CC2)C[C@@H]1C	1.4	x
CO[C@H]1CN(C)C(=O)c2ccc(NC(=O)C3CCCC3)cc2OC[C@H](C)N(C(C)=O)C[C@@H]1C	-2.6	x
CO[C@H]1CN(C)C(=O)c2cc(NS(C)(=O)=O)ccc2OC[C@H](C)N(CC2CC2)C[C@H]1C	-0.8	x
C[C@@H]1CN([C@H](C)CO)C(=O)c2cc(NC(=O)Nc3ccccc3)ccc2O[C@@H](C)CCCCO[C@H]1CN(C)C(=O)NC1CCCCC1	1.2	x
CO[C@H]1CN(C)C(=O)c2cc(NC(=O)C3CC3)ccc2OC[C@@H](C)N(C)C[C@@H]1C	-2.2	x
COc1ccc(CN(C)C[C@@H]2Oc3ccc(NC(=O)Nc4ccc(C(F)(F)F)cc4)cc3C(=O)N([C@H](C)CO)C[C@H]2C)cc1	0.9	x
C[C@@H]1CN([C@H](C)CO)C(=O)Cc2cc(NC(=O)NC3CCCCC3)ccc2O[C@H]1CN(C)Cc1ccc(C(=O)Nc2ccccc2N)cc1	0.0	x
CO[C@@H]1CN(C)C(=O)c2cc(NC(=O)c3ccccc3F)ccc2OC[C@H](C)N(CC2CC2)C[C@@H]1C	-2.0	x
CO[C@H]1CN(C)C(=O)c2ccc(NC(=O)C3CCCC3)cc2OC[C@@H](C)N(C(C)=O)C[C@@H]1C	0.6	x

Full records, looked up by structure.
`CO[C@@H]1CN(C)C(=O)c2ccc(NC(=O)C3CC3)cc2OC[C@H](C)N(C(=O)NC(C)C)C[C@H]1C` as listed: GASC1 inh = 1.1; Tcruzi prolif = x
`CO[C@H]1CN(C)C(=O)c2ccc(NC(=O)C3CCCC3)cc2OC[C@@H](C)N(C(C)=O)C[C@@H]1C` as listed: GASC1 inh = 0.6; Tcruzi prolif = x

Additional results follow:
SMILES	GASC1 inh	Tcruzi prolif
C[C@@H]1CN([C@H](C)CO)C(=O)c2cc(NC(=O)CCCCCC(=O)Nc3ccccc3N)ccc2O[C@@H]1CN(C)C(=O)Nc1ccccc1	-0.6	x
CO[C@@H]1CN(C)C(=O)c2ccc(NC(=O)C3CC3)cc2OC[C@@H](C)N(C(=O)CN(C)C)C[C@H]1C	1.1	x
C[C@@H]1CN([C@H](C)CO)C(=O)Cc2cc(NS(=O)(=O)c3ccc(Cl)cc3)ccc2O[C@H]1CN(C)Cc1ccc(C(F)(F)F)cc1	0.3	x
CO[C@@H]1CN(C)C(=O)c2ccc(NC(=O)C3CC3)cc2OC[C@H](C)N(C(=O)CN(C)C)C[C@H]1C	0.3	x
COc1ccc(S(=O)(=O)Nc2ccc3c(c2)C(=O)N([C@H](C)CO)C[C@H](C)[C@@H](CN(C)C(=O)Nc2ccccc2)O3)cc1	1.1	x
CO[C@@H]1CN(C)C(=O)c2ccc(NS(C)(=O)=O)cc2OC[C@H](C)N(C(=O)C2CC2)C[C@@H]1C	4.0	x
Cc1ccc(S(=O)(=O)N(C)C[C@H]2Oc3ccc(NS(C)(=O)=O)cc3C(=O)N([C@@H](C)CO)C[C@H]2C)cc1	0.7	x
CO[C@@H]1CN(C)C(=O)c2cc(NC(=O)C3CC3)ccc2OC[C@H](C)N(C)C[C@H]1C	1.9	x
C[C@H]1CN([C@@H](C)CO)C(=O)c2cc(NC(=O)CCCCCC(=O)Nc3ccccc3N)ccc2O[C@H]1CN(C)C(=O)NC1CCCCC1	-0.6	x
CO[C@H]1CN(C)C(=O)c2cc(NC(=O)C3CCC3)ccc2OC[C@@H](C)N(C(=O)CN(C)C)C[C@H]1C	0.8	x
C[C@H](CO)N1C[C@H](C)[C@@H](CN(C)Cc2ccccc2)Oc2ccc(NC(=O)CCCN(C)C)cc2CC1=O	2.3	x
CO[C@H]1CN(C)C(=O)c2ccc(NS(C)(=O)=O)cc2OC[C@@H](C)N(CC2CC2)C[C@H]1C	-0.5	x
C[C@H](CO)N1C[C@H](C)[C@H](CN(C)C(=O)Nc2ccccc2)OCCCC[C@H](C)Oc2ccc(NC(=O)Nc3ccc(C(F)(F)F)cc3)cc2C1=O	-0.7	x
CO[C@@H]1CN(C)C(=O)c2cc(NC(C)=O)ccc2OC[C@@H](C)N(CC2CC2)C[C@@H]1C	-0.3	x
C[C@H](CO)N1C[C@H](C)[C@@H](CN(C)S(=O)(=O)c2ccc(Cl)cc2)Oc2ccc(NS(=O)(=O)c3ccccc3)cc2CC1=O	-2.5	x
CO[C@H]1CN(C)C(=O)c2ccc(NC(=O)C3CC3)cc2OC[C@@H](C)N(C(=O)CN(C)C)C[C@H]1C	1.7	x
C[C@H](CO)N1C[C@H](C)[C@H](CN(C)Cc2ccc(C(=O)Nc3ccccc3N)cc2)Oc2ccc(NC(=O)NC3CCCCC3)cc2C1=O	-1.3	x
CO[C@H]1CN(C)C(=O)c2ccc(NC(=O)C3CC3)cc2OC[C@H](C)N(C(=O)NC(C)C)C[C@@H]1C	1.1	x
CO[C@H]1CN(C)C(=O)c2ccc(NS(C)(=O)=O)cc2OC[C@H](C)N(C(=O)C2CC2)C[C@H]1C	-0.1	x
C[C@H]1CN([C@@H](C)CO)C(=O)Cc2cc(N(C)C)ccc2O[C@H]1CN(C)Cc1ccc(C(=O)Nc2ccccc2N)cc1	0.0	x

Quoted from the listing, 7 compounds:
SMILES	GASC1 inh	Tcruzi prolif
CO[C@@H]1CN(C)C(=O)c2cc(NC(C)=O)ccc2OC[C@@H](C)N(CC2CC2)C[C@@H]1C	-0.3	x
C[C@H](CO)N1C[C@H](C)[C@@H](CN(C)S(=O)(=O)c2ccc(Cl)cc2)Oc2ccc(NS(=O)(=O)c3ccccc3)cc2CC1=O	-2.5	x
CO[C@H]1CN(C)C(=O)c2ccc(NC(=O)C3CC3)cc2OC[C@@H](C)N(C(=O)CN(C)C)C[C@H]1C	1.7	x
C[C@H](CO)N1C[C@H](C)[C@H](CN(C)Cc2ccc(C(=O)Nc3ccccc3N)cc2)Oc2ccc(NC(=O)NC3CCCCC3)cc2C1=O	-1.3	x
CO[C@H]1CN(C)C(=O)c2ccc(NC(=O)C3CC3)cc2OC[C@H](C)N(C(=O)NC(C)C)C[C@@H]1C	1.1	x
CO[C@H]1CN(C)C(=O)c2ccc(NS(C)(=O)=O)cc2OC[C@H](C)N(C(=O)C2CC2)C[C@H]1C	-0.1	x
C[C@H]1CN([C@@H](C)CO)C(=O)Cc2cc(N(C)C)ccc2O[C@H]1CN(C)Cc1ccc(C(=O)Nc2ccccc2N)cc1	0.0	x

Next section.
SMILES	GASC1 inh	Tcruzi prolif
CCC(=O)Nc1ccc2c(c1)C(=O)N(C)C[C@H](OC)[C@@H](C)CN(CC1CC1)[C@@H](C)CO2	-0.4	x
C[C@@H]1CCCCO[C@@H](CN(C)C(=O)C2CCCCC2)[C@H](C)CN([C@@H](C)CO)C(=O)c2cc(NC(=O)CCCN(C)C)ccc2O1	2.7	x
C[C@@H]1CN([C@@H](C)CO)C(=O)c2cccc(NC(=O)CCCCCC(=O)Nc3ccccc3N)c2O[C@@H]1CN(C)CC1CCCCC1	-0.8	x
C[C@H](CO)N1C[C@H](C)[C@H](CN(C)C(=O)NC2CCCCC2)Oc2c(NC(=O)CCCCCC(=O)Nc3ccccc3N)cccc2C1=O	-0.6	x
C[C@H]1CN([C@@H](C)CO)C(=O)c2cccc(NC(=O)c3cnccn3)c2O[C@@H]1CN(C)S(=O)(=O)c1ccc(F)cc1	0.3	x
C[C@H](CO)N1C[C@H](C)[C@H](CN(C)CC2CCCCC2)Oc2ccc(NC(=O)CCCCCC(=O)Nc3ccccc3N)cc2C1=O	0.2	x
